Screening data as filed in PubChem.
IL1B NFkB inh: blocks IL-1B driven NFkB nuclear translocation in HUVEC cells; HUVEC IL-1B NFkB p65 nuclear translocation imaging; AID 796; 0.43% of 94,000 active; inhibition, % at 2 µM;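 active = inhibition above about 30% together with a positive call from visual inspection of the well image, limit read from the data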;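 note: nuclear over cytoplasmic p65 intensity ratio measured by imaging; 0% = IL-1B stimulated DMSO wells and 100% = unstimulated DMSO wells; values of inactives mirror those of a sister screen read the other way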
PLAP inhibitors HTS: inhibition of human placental alkaline phosphatase – biochemical, luminescence, HTS (AID 690) | purified PLAP, luminescent substrate; higher % means a stronger effect | inhibition, % at 20 µM; hits with a dose series show IC50 in µM | 0.08% of 96,000 active; in the data active = a potency from the dose series; inactive = the rest, 99 in 100 with inhibition below about 30%; note: strong numbers were not always called active
MRP resist rev: reverses drug resistance mediated by MRP; differential viability (reversal), % at 10 µM; H69AR cells + 2 uM doxorubicin, CellTiter-Glo, 72 h; 0.04% of 85,000 active;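 active = viability drop by adding the cancer drug above about 55%, with treated viability meeting a 40% cutoff, limit read from the data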;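 note: viability without doxorubicin minus viability with 2 µM doxorubicin for each compound; larger differential means the compound sensitizes cells more to doxorubicin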
Bcl-B TR3 displacers: displacers of TR3 peptide from Bcl-B, primary screen, selectivity assay for Bfl-1 inhibitor project, biochemical, fluorescence polarization; FP displacement of FITC-TR3 peptide from Bcl-B; higher % means a stronger effect; displacement, % at 20 µM, or IC50 in µM where a hit was titrated; 0.11% of 96,000 active;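 active = displacement above 50% at 20 µM plus a fluorescence interference ratio under 1.5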;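 note: plate controls were wells without compound for no effect and wells lacking Bcl-B protein for full effect; a part of the inactive calls stands beside numbers as strong as those of hits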
NFkB transloc pot: enhances IL-1B driven NFkB nuclear translocation. HUVEC IL-1B NFkB p65 nuclear translocation imaging. activation, % at 2 µM. 0.3% of 94,000 active;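 active = activation above 40%, about the mean plus 3 SD, also judged a hit on visual image review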;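 note: percent activation is computed from the nuclear over cytoplasmic p65 intensity ratio; values of inactives mirror those of a sister screen read the other way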
MRP resist rev cytotoxicity: further read-out of MRP resist rev, marked with its call; viability, %; H69AR cells, CellTiter-Glo, 72 h; measured here: cytotoxicity without doxorubicin
MRP resist rev with doxorubicin: further read-out of MRP resist rev, marked with its call; viability, %; measured here: viability with 2 uM doxorubicin; stronger effect = lower value
IL1B NFkB inh cell count 2 µM: also measured in IL1B NFkB inh; calls as there; cell count; measured here: cells passing quality filter;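 raw number of nuclei counted in each imaged well without normalization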
NFkB transloc pot cell count 2 µM: second read-out of NFkB transloc pot, no call of its own (marks repeat the call); cell count; measured here: cells passing quality filter
An asterisk follows results filed as active; / = not tested or not shown. These rows are one share of the data, so the mix of outcomes need not match the whole.

SMILES	IL1B NFkB inh	IL1B NFkB inh cell count 2 µM	PLAP inhibitors HTS	MRP resist rev	MRP resist rev cytotoxicity	MRP resist rev with doxorubicin	Bcl-B TR3 displacers	NFkB transloc pot	NFkB transloc pot cell count 2 µM
COc1cc2c3nnc(-c4ccc(F)cc4)c-3cn(Cc3ccccc3)c2cc1OC	15.8	173	-44.6%	0.7	1.5	0.8	5.9%	-15.8	173
COc1ccc(CNC(=O)COC(=O)c2n[nH]c3ccccc23)cc1	-0.5	198	-50.7%	-9.9	83.4	93.2	-8.6%	0.5	198
O=C(O)CSCC(=O)Nc1ccccc1	-14.9	94	/	-6.4	82.8	89.2	/	14.9	94
Nc1c(C(=O)c2ccccc2)sc(Nc2ccccc2)c1S(=O)(=O)c1ccccc1	-1.9	108	/	9.6	88.3	78.7	/	1.9	108
CCN(CC)C(=O)CSc1nnc(-c2ccco2)n1N	-2.7	44	-1.8%	-5.6	95.4	101.0	-8.7%	2.7	44
COC(=O)c1sccc1NC(=O)c1csc(C)c1	-11.7	134	13.6%	-16.8	47.1	64.0	-4.1%	11.7	134
C=C(C)c1cccc(C(C)(C)NC(=O)NCC2CCCO2)c1 (configuration not stated)	8.2	175	-58.4%	-0.2	99.4	99.6	1.0%	-8.2	175
CC(C)=CCCC(C)CN(C)CCc1ccccn1 (configuration not stated)	/	/	-62.8%	9.9	108.1	98.2	0.4%	/	/
[O-][n+]1c2ccc3nonc3c2nn1-c1ccccc1Cl	/	/	14.9%	17.6	102.9	85.3	-6.7%	/	/
CC(C)CCCC(C)NS(=O)(=O)Cc1ccccc1 (configuration not stated)	-23.9	170	7.0%	21.0	109.7	88.7	2.0%	23.9	170
CCOC(=O)c1ccc(NC(=O)CSc2nnc(-c3cccs3)n2C)cc1	-10.1	148	9.1%	1.1	82.8	81.7	-7.0%	10.1	148
Cc1ccc(-n2nnnc2-c2ccco2)cc1	0.8	106	/	10.6	94.8	84.2	/	-0.8	106
O=C(Nc1ccc2nc3n(c(=O)c2c1)CCCCC3)c1ccccn1	/	/	7.4%	-3.7	69.6	73.3	-1.1%	/	/
Cc1ccc2nc(-c3cccc(N)c3)oc2c1	-11.5	161	10.3%	5.5	100.4	94.9	-1.0%	1.9	78
O=C(Cc1cn2ccsc2n1)NCCc1ccc(F)cc1	/	/	-22.3%	-10.8	98.6	109.4	20.2%	/	/
CCc1ccc(OCC(=O)NCCN(C)C)c(Br)c1	/	/	-2.5%	5.9	95.3	89.4	-0.8%	/	/
Cc1ccc(C)c2[nH]c(=O)c(CN(Cc3nnnn3C3CCCCC3)CC3CCCO3)cc12 (configuration not stated)	10.2	117	-78.0%	-0.9	69.1	70.1	-11.8%	-10.2	117
Cc1ccc(C(=O)Nc2nc3c(s2)CCCC3)o1	12.7	32	1.9%	-6.5	75.1	81.6	-1.5%	-12.7	32
Cc1c(C(=O)NCCc2ccccc2)oc2ccc(S(=O)(=O)N3CCC4(CC3)OCCO4)cc12	9.5	136	-10.8%	1.4	71.8	70.3	-13.1%	-9.5	136
O=C(COc1ccc(Cl)cc1)N1CCN(c2ncccn2)CC1	-10.0	184	0.7%	-2.9	88.1	91.0	-6.2%	10.0	184
Cc1ccc(-c2nc3cc(N)ccc3o2)c(C)c1	-1.3	166	-18.2%	-1.7	70.1	71.8	-22.2%	1.3	166
N#Cc1cnn2cc(-c3ncc(C(F)(F)F)cc3Cl)cnc12	0.4	120	3.6%	/	/	/	3.2%	-0.4	120
C=CCn1c(SCC(=O)NCC(=O)OCC)nnc1-c1ccccn1	2.7	180	17.8%	2.7	92.8	90.1	5.5%	-2.7	180
O=C(O)c1ccc(OCc2occc2C(=O)O)cc1	-7.2	157	-1.2%	10.8	99.3	88.5	-6.1%	7.2	157
COC(=O)C1=CN(Cc2cccs2)C=C(C(=O)OC)C1c1cccc(OC)c1OC	-0.5	117	-0.2%	/	/	/	-7.2%	0.5	117

The list continues.
SMILES	IL1B NFkB inh	IL1B NFkB inh cell count 2 µM	PLAP inhibitors HTS	MRP resist rev	MRP resist rev cytotoxicity	MRP resist rev with doxorubicin	Bcl-B TR3 displacers	NFkB transloc pot	NFkB transloc pot cell count 2 µM
Cc1ccccc1Nc1nn2c(=O)c3ccccc3nc2s1	-3.9	134	-1.0%	-8.9	70.6	79.6	-6.8%	3.9	134
Cc1ccc(CN2C(=O)CCC2(C)C(=O)NCc2cccnc2)cc1 (configuration not stated)	-7.4	196	-43.2%	15.5	106.3	90.8	-1.5%	7.4	196
CN(Cc1cccs1)S(=O)(=O)c1cccs1	5.0	165	-18.9%	-12.0	90.3	102.3	-24.3%	-5.0	165
Cc1ccc(NC(=S)NCCc2ccc(S(N)(=O)=O)cc2)c(C)c1	-0.1	144	/	/	/	/	/	0.1	144
NC(=O)C1CCN(C(=O)CSc2nc3c(c(-c4ccccc4)n2)CCCC3)CC1	-1.3	89	-42.6%	-15.6	46.1	61.6	0.8%	1.3	89
CC(C)COP(=O)(OCC(C)C)C(O)c1ccccc1F (configuration not stated)	1.0	92	/	/	/	/	-7.0%	-1.0	92
O=C(/C=C/c1ccc2c(c1)OCO2)N1CCOCC1	7.6	133	5.5%	/	/	/	-8.3%	-7.6	133
c1csc(CNc2ncnc3nc[nH]c23)c1	/	/	-64.9%	-4.8	85.0	89.8	1.6%	/	/
O=C(c1ccc2nccnc2c1)N1CCN(Cc2ccc3c(c2)OCO3)CC1	9.0	131	-57.2%	1.4	92.6	91.2	-4.4%	-9.0	131
CC(=O)N1CN(C2CCS(=O)(=O)C2)Cc2c1sc1c2CCCC1 (configuration not stated)	0.7	129	-18.4%	0.0	84.1	84.1	-0.4%	-0.7	129
Cc1cccc2cc(CN(CCN3CCOCC3)C(=O)NCc3ccccc3)c(=O)[nH]c12	-9.2	122	-58.8%	6.7	100.3	93.6	-3.2%	9.2	122
Cc1cccc(C)c1Nc1nnc(SCC(=O)NCc2ccco2)s1	12.1	75	9.1%	15.5	108.0	92.4	-1.6%	-12.1	75
O=C(COc1ccc(Cl)cc1)NCc1nnc(SCC(=O)Nc2ccc3c(c2)OCCO3)o1	-17.4	152	/	-4.5	96.7	101.2	/	17.4	152
Cn1c2c(c(=O)n(C)c1=O)C(c1cc3c(cc1Br)OCO3)CC(=O)N2 (configuration not stated)	/	/	-14.4%	12.4	95.2	82.8	-4.9%	/	/
COc1ccc(S(=O)(=O)CCC(=O)NCCc2ccc(S(N)(=O)=O)cc2)cc1	/	/	2.2%	-10.9	98.4	109.3	-1.6%	/	/
Cc1cc(O)c(C(C)C)cc1NC(=O)Cn1nc(C)c2ccccc2c1=O	/	/	7.5%	4.5	105.4	100.9	-6.1%	/	/
CN(C)c1ccc(C(=S)N2CCCCCC2)cc1	1.6	72	22.1%	5.5	89.2	83.7	6.3%	-1.6	72
COc1ccccc1OCC(=O)c1[nH]c(C)c(C(C)=O)c1C	1.8	168	4.8%	-1.6	83.6	85.2	-0.8%	-1.8	168
CCOc1ccccc1C(=O)N(C)Cc1cc2cc(OC)ccc2[nH]c1=O	-16.8	131	4.9%	0.4	81.5	81.0	5.1%	16.8	131
Cn1c(SCC(=O)NCC2CCCO2)nnc1-c1c[nH]c2ccccc12 (configuration not stated)	4.4	76	2.8%	-1.9	92.5	94.4	-3.8%	-4.4	76
O=C(CCN1C(=O)c2ccccc2C1=O)N1CCN(Cc2ccccc2)CC1	-17.0	144	/	3.5	80.7	77.2	/	17.0	144
CC(C)(C)NC(=O)Cn1nnc(-c2cccs2)n1	-5.4	127	5.9%	8.6	87.3	78.7	-0.4%	5.4	127
Cc1csc2ncc(C(=O)N3CCCc4ccccc43)c(=O)n12	6.2	189	-9.6%	/	/	/	0.1%	-6.2	189
COc1ccc(N2CCN(c3nc4c(c(=O)n(C)c(=O)n4C)n3CCCc3ccccc3)CC2)cc1	/	/	-6.5%	9.9	80.4	70.5	4.9%	/	/
CC(=O)c1ccc(Sc2ccccc2)cc1	-0.3	146	0.4%	/	/	/	-2.8%	0.3	146
O=C(NCc1ccccc1F)c1ccc2c(c1)OCO2	-3.2	174	15.4%	16.4	97.6	81.2	-9.5%	3.2	174
CCC(C(=O)OC)n1cnc2c(cnn2-c2ccc(Cl)cc2)c1=O (configuration not stated)	-7.0	201	0.7%	11.4	87.4	76.0	-3.3%	7.0	201
Cc1ccc(OC(=O)COc2ccccc2)c(-n2nc3ccccc3n2)c1	7.2	128	1.8%	6.7	76.1	69.5	-1.0%	-7.2	128
COc1ccc(OC)c(NC(=O)C2CCCCC2C(=O)O)c1 (configuration not stated)	8.0	73	-4.6%	4.5	97.8	93.3	12.9%	-8.0	73
CCOc1cc(-c2cc(-c3ccc(C)cc3)nc(N)c2C#N)ccc1O	3.4	167	-42.7%	-40.9	6.9	47.8	-20.6%	-3.4	167

Part of the list above in another layout:
Compound | IL1B NFkB inh | IL1B NFkB inh cell count 2 µM | PLAP inhibitors HTS | MRP resist rev | MRP resist rev cytotoxicity | MRP resist rev with doxorubicin | Bcl-B TR3 displacers | NFkB transloc pot | NFkB transloc pot cell count 2 µM
Cc1ccc(CN2C(=O)CCC2(C)C(=O)NCc2cccnc2)cc1 (configuration not stated) | -7.4 | 196 | -43.2% | 15.5 | 106.3 | 90.8 | -1.5% | 7.4 | 196
CN(Cc1cccs1)S(=O)(=O)c1cccs1 | 5.0 | 165 | -18.9% | -12.0 | 90.3 | 102.3 | -24.3% | -5.0 | 165
Cc1ccc(NC(=S)NCCc2ccc(S(N)(=O)=O)cc2)c(C)c1 | -0.1 | 144 | / | / | / | / | / | 0.1 | 144
NC(=O)C1CCN(C(=O)CSc2nc3c(c(-c4ccccc4)n2)CCCC3)CC1 | -1.3 | 89 | -42.6% | -15.6 | 46.1 | 61.6 | 0.8% | 1.3 | 89
CC(C)COP(=O)(OCC(C)C)C(O)c1ccccc1F (configuration not stated) | 1.0 | 92 | / | / | / | / | -7.0% | -1.0 | 92
O=C(/C=C/c1ccc2c(c1)OCO2)N1CCOCC1 | 7.6 | 133 | 5.5% | / | / | / | -8.3% | -7.6 | 133
c1csc(CNc2ncnc3nc[nH]c23)c1 | / | / | -64.9% | -4.8 | 85.0 | 89.8 | 1.6% | / | /
O=C(c1ccc2nccnc2c1)N1CCN(Cc2ccc3c(c2)OCO3)CC1 | 9.0 | 131 | -57.2% | 1.4 | 92.6 | 91.2 | -4.4% | -9.0 | 131
CC(=O)N1CN(C2CCS(=O)(=O)C2)Cc2c1sc1c2CCCC1 (configuration not stated) | 0.7 | 129 | -18.4% | 0.0 | 84.1 | 84.1 | -0.4% | -0.7 | 129
Cc1cccc2cc(CN(CCN3CCOCC3)C(=O)NCc3ccccc3)c(=O)[nH]c12 | -9.2 | 122 | -58.8% | 6.7 | 100.3 | 93.6 | -3.2% | 9.2 | 122
Cc1cccc(C)c1Nc1nnc(SCC(=O)NCc2ccco2)s1 | 12.1 | 75 | 9.1% | 15.5 | 108.0 | 92.4 | -1.6% | -12.1 | 75
O=C(COc1ccc(Cl)cc1)NCc1nnc(SCC(=O)Nc2ccc3c(c2)OCCO3)o1 | -17.4 | 152 | / | -4.5 | 96.7 | 101.2 | / | 17.4 | 152
Cn1c2c(c(=O)n(C)c1=O)C(c1cc3c(cc1Br)OCO3)CC(=O)N2 (configuration not stated) | / | / | -14.4% | 12.4 | 95.2 | 82.8 | -4.9% | / | /
COc1ccc(S(=O)(=O)CCC(=O)NCCc2ccc(S(N)(=O)=O)cc2)cc1 | / | / | 2.2% | -10.9 | 98.4 | 109.3 | -1.6% | / | /
Cc1cc(O)c(C(C)C)cc1NC(=O)Cn1nc(C)c2ccccc2c1=O | / | / | 7.5% | 4.5 | 105.4 | 100.9 | -6.1% | / | /
CN(C)c1ccc(C(=S)N2CCCCCC2)cc1 | 1.6 | 72 | 22.1% | 5.5 | 89.2 | 83.7 | 6.3% | -1.6 | 72
